IL1B NFkB pot – enhances IL-1B driven NFkB nuclear translocation. HUVEC IL-1B NFkB p65 nuclear translocation imaging. activation, % at 2 µM. 0.3% of 94,000 active;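 active = activation above 40%, about the mean plus 3 SD, also judged a hit on visual image review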;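 also: percent activation is computed from the nuclear over cytoplasmic p65 intensity ratio; values of inactives mirror those of a sister screen read the other way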
NFkB transloc inh – blocks IL-1B driven NFkB nuclear translocation in HUVEC cells. HUVEC IL-1B NFkB p65 nuclear translocation imaging. AID 796. inhibition, % at 2 µM. 0.43% of 94,000 active;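 active = inhibition above about 30% together with a positive call from visual inspection of the well image, limit read from the data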;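 also: nuclear over cytoplasmic p65 intensity ratio measured by imaging; 0% = IL-1B stimulated DMSO wells and 100% = unstimulated DMSO wells; values of inactives mirror those of a sister screen read the other way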
Bcl-B displacement – displacers of TR3 peptide from Bcl-B, primary screen, selectivity assay for Bfl-1 inhibitor project, biochemical, fluorescence polarization | FP displacement of FITC-TR3 peptide from Bcl-B; higher % means a stronger effect | displacement, % at 20 µM, or IC50 in µM where a hit was titrated | 0.11% of 96,000 active | AID 748;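 active = displacement above 50% at 20 µM plus a fluorescence interference ratio under 1.5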;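 also: plate controls were wells without compound for no effect and wells lacking Bcl-B protein for full effect; a part of the inactive calls stands beside numbers as strong as those of hits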
PLAP inhibitors HTS – inhibition of human placental alkaline phosphatase – biochemical, luminescence, HTS (AID 690) | purified PLAP, luminescent substrate; higher % means a stronger effect | one-dose inhibition, % at 20 µM; IC50 in µM for titrated hits | 0.08% of 96,000 active; in the data active = a potency from the dose series; inactive = the rest, 99 in 100 with inhibition below about 30%; also: strong numbers were not always called active
MRP reversal – compounds reversing MRP-mediated drug resistance; differential viability (reversal), % at 10 µM; AID 602; 0.04% of 85,000 active; H69AR cells + 2 uM doxorubicin, CellTiter-Glo, 72 h;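 active = viability drop by adding the cancer drug above about 55%, with treated viability meeting a 40% cutoff, limit read from the data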;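 also: viability without doxorubicin minus viability with 2 µM doxorubicin for each compound; larger differential means the compound sensitizes cells more to doxorubicin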
MRP reversal cytotoxicity – also measured in MRP reversal; calls as there; viability, %; H69AR cells, CellTiter-Glo, 72 h; measured here: cytotoxicity without doxorubicin
MRP reversal with doxorubicin – second read-out of MRP reversal, no call of its own (marks repeat the call); viability, %; measured here: viability with 2 uM doxorubicin; stronger effect = lower value
NFkB transloc inh cell count 2 µM – also measured in NFkB transloc inh; calls as there; cell count; measured here: cells passing quality filter;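 raw number of nuclei counted in each imaged well without normalization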
IL1B NFkB pot cell count 2 µM – further read-out of IL1B NFkB pot, marked with its call; cell count; measured here: cells passing quality filter
Active calls of the source: *; . = no result given. Some of the compounds tested; the hit share may differ from the screen's.

1) CC(=O)Nc1ccc(N2CCN(C(=O)c3cccs3)CC2)cc1
2) CCOC(=O)c1nc(Nc2ccccc2)c2ccccc2n1
3) CN(C)c1ccc(NC(=O)CCCc2ccccc2)cc1
4) O=C(Nc1ccc2c(c1)OCCO2)c1cnc2n(c1=O)CCS2
5) CCOC(=O)C1CCCN(S(=O)(=O)c2cc(OCC(=O)NC3CCCCC3)c(C)cc2Cl)C1 (stereo not drawn)
6) O=C(CN(C1CCCCC1)S(=O)(=O)c1ccc(F)cc1)NCc1ccncc1

entry no.	1	2	3	4	5	6
IL1B NFkB pot	.	-7.8	10.6	12.5	7.9	-6.9
IL1B NFkB pot cell count 2 µM	.	37	154	55	186	108
NFkB transloc inh	.	7.8	-10.6	-12.5	-7.9	6.9
NFkB transloc inh cell count 2 µM	.	37	154	55	186	108
Bcl-B displacement	-0.6%	2.1%	-1.9%	-2.5%	-16.3%	-14.6%
PLAP inhibitors HTS	17.4%	10.7%	-6.3%	13.2%	3.5%	-18.9%
MRP reversal	-13.8	13.2	-10.5	9.8	-8.9	.
MRP reversal cytotoxicity	93.0	84.6	51.4	100.1	71.4	.
MRP reversal with doxorubicin	106.8	71.4	61.8	90.3	80.3	.

7) CCC(C)Sc1nc2c(c(=O)[nH]c(=O)n2C)n1CCc1ccccc1 (stereo not drawn)
8) O=S(=O)(c1ccc(S(=O)(=O)N2CCN(C/C=C/c3ccccc3)CC2)cc1)N1CCCC1
9) CC1CCCCC1NS(=O)(=O)c1ccc(S(=O)(=O)NCc2ccncc2)cc1 (stereo not drawn)
10) O=C(NCc1ccccc1)c1cnc2n(c1=O)CCS2
11) CCN(CC)S(=O)(=O)c1cc(-c2nn(C)c(=O)c3ccccc23)ccc1C
12) COCCN(CC(=O)NCc1ccc(F)cc1)C(=O)CCC(=O)Nc1nccs1

entry no.	7	8	9	10	11	12
IL1B NFkB pot	20.2	-6.1	1.9	0.5	10.5	10.6
IL1B NFkB pot cell count 2 µM	104	161	83	93	137	124
NFkB transloc inh	-20.2	6.1	-1.9	-0.5	-10.5	-10.6
NFkB transloc inh cell count 2 µM	104	161	83	93	137	124
Bcl-B displacement	.	-4.4%	-15.9%	0.0%	17.7%	-1.8%
PLAP inhibitors HTS	.	-6.7%	-14.0%	-2.8%	-12.1%	-26.9%
MRP reversal	11.2	-12.3	-3.3	8.6	.	6.7
MRP reversal cytotoxicity	94.3	35.6	91.5	87.2	.	96.4
MRP reversal with doxorubicin	83.1	47.9	94.8	78.6	.	89.7

13) COc1ccccc1NC(=O)N(Cc1ccco1)Cc1cc2c(C)ccc(C)c2[nH]c1=O
14) CC1CCN(C(=O)Nc2ccc3nsnc3c2)CC1
15) CCOc1ccc(N=C2NC(=O)S/C2=C\c2ccc(O)cc2)cc1
16) CCN1CCN(C(=S)c2ccc(Br)cc2)CC1
17) O=C1CC(N2CCN(C3CCc4ccccc4C3)CC2)C(=O)N1c1ccccc1 (stereo not drawn)
18) CC1=CCC(C(=O)O)C(C(=O)Nc2nc3ccc(S(C)(=O)=O)cc3s2)C1 (stereo not drawn)

entry no.	13	14	15	16	17	18
IL1B NFkB pot	-2.9	8.4	-0.2	13.8	4.2	-1.3
IL1B NFkB pot cell count 2 µM	140	93	131	155	166	95
NFkB transloc inh	2.9	-8.4	0.2	-13.8	-4.2	1.3
NFkB transloc inh cell count 2 µM	140	93	131	155	166	95
Bcl-B displacement	.	-12.8%	-88.3%	-4.8%	.	.
PLAP inhibitors HTS	.	-1.5%	14.8%	5.4%	.	.
MRP reversal	-13.7	22.3	-30.7	.	-13.6	3.9
MRP reversal cytotoxicity	79.4	111.6	47.5	.	95.3	101.4
MRP reversal with doxorubicin	93.1	89.3	78.2	.	108.9	97.6

19) Cc1cccc(C(=O)N2CCN(Cc3ccc4c(c3)OCO4)CC2)c1
20) Cc1ccc(C)c(S(=O)(=O)NCCOC(=O)Nc2sc(=S)n(C)c2C)c1
21) CCC(=O)Nc1ccc2c(c1)C(=O)N(C)C2=O
22) CN(C)CCNC(=O)c1cc(Br)ccc1Cl
23) COc1ccc(CC(=O)NCc2ccco2)cc1OC
24) CC1C/C(=N/Nc2ccc([N+](=O)[O-])cc2[N+](=O)[O-])CC(C)(C)C1 (stereo not drawn)

entry no.	19	20	21	22	23	24
IL1B NFkB pot	-10.2	23.0	11.7	-9.3	20.2	8.1
IL1B NFkB pot cell count 2 µM	176	61	168	155	184	148
NFkB transloc inh	10.2	-23.0	-11.7	9.3	-20.2	-8.1
NFkB transloc inh cell count 2 µM	176	61	168	155	184	148
Bcl-B displacement	-10.2%	-26.7%	-2.2%	12.3%	11.2%	.
PLAP inhibitors HTS	-43.2%	-5.0%	-2.1%	-10.9%	-45.6%	.
MRP reversal	6.6	7.5	4.3	4.9	9.8	-2.4
MRP reversal cytotoxicity	92.1	86.1	109.4	102.3	81.7	84.1
MRP reversal with doxorubicin	85.5	78.6	105.1	97.5	71.9	86.5

25) O=C(CN1CCCCC1)Nc1cc(Cl)ccc1Cl
26) O=C1c2ccc3c4c(ccc(c24)C(=O)N1c1ccc2ccccc2c1)CC3
27) C/C(=N/NS(=O)(=O)c1ccc(Cl)cc1)c1cccc(NC(=O)c2ccc(Cl)cc2Cl)c1
28) CC1CCCCN1C(=O)CSc1nc2ccccc2n1CC(=O)N1CCc2ccccc21 (stereo not drawn)
29) Cc1ccc(-c2noc(CCC(=O)NCCc3ccccc3Cl)n2)cc1
30) COc1ccc(-c2noc(CCC(=O)Nc3cccc(C)c3)n2)cc1

entry no.	25	26	27	28	29	30
IL1B NFkB pot	-5.5	18.1	27.3	.	-1.7	-8.2
IL1B NFkB pot cell count 2 µM	121	186	112	.	93	129
NFkB transloc inh	5.5	-18.1	-27.3	.	1.7	8.2
NFkB transloc inh cell count 2 µM	121	186	112	.	93	129
Bcl-B displacement	-0.8%	2.7%	1.0%	-12.6%	-10.1%	-3.5%
PLAP inhibitors HTS	-6.9%	-10.2%	-13.5%	-58.5%	22.7%	-17.2%
MRP reversal	20.0	.	.	8.0	13.6	8.0
MRP reversal cytotoxicity	84.4	.	.	86.1	93.0	97.2
MRP reversal with doxorubicin	64.3	.	.	78.1	79.3	89.1

Entries by screen from the entries so far:
IL1B NFkB pot cell count 2 µM, entries 23 to 27 → 184, 148, 121, 186, 112
NFkB transloc inh cell count 2 µM, entries 23 to 27 → 184, 148, 121, 186, 112
Bcl-B displacement, entries 23 to 27 → 11.2%, ., -0.8%, 2.7%, 1.0%

Other records:
31) COc1ccccc1NC(=O)CN1C(=O)C2(OCCCO2)c2ccccc21
32) O=C1CCCN1c1ccc(S(=O)(=O)NCc2ccco2)cc1
33) CC(=O)Nc1cccc(Cn2cccn2)c1
34) CC(CN1CCN(C)CC1)OC(=O)c1ccccc1Cl (stereo not drawn)
35) CCOC(=O)C1CCN(S(=O)(=O)c2ccc(NC(=O)OC)cc2)CC1
36) O=C(O)[C@H](Cc1ccccc1)NC(=O)N1CCOCC1

entry no.	31	32	33	34	35	36
IL1B NFkB pot	.	7.7	-12.1	.	.	22.8
IL1B NFkB pot cell count 2 µM	.	106	80	.	.	118
NFkB transloc inh	.	-7.7	12.1	.	.	-22.8
NFkB transloc inh cell count 2 µM	.	106	80	.	.	118
Bcl-B displacement	-10.4%	-8.5%	4.2%	3.6%	-5.7%	-3.0%
PLAP inhibitors HTS	10.2%	-18.7%	11.5%	-18.9%	26.6%	-19.9%
MRP reversal	10.4	6.9	-15.6	-5.6	-5.1	3.6
MRP reversal cytotoxicity	85.0	83.0	83.2	89.2	94.7	96.7
MRP reversal with doxorubicin	74.6	76.1	98.8	94.8	99.8	93.1

Record cards, from the list above:
CCOC(=O)C1CCN(S(=O)(=O)c2ccc(NC(=O)OC)cc2)CC1 reads IL1B NFkB pot = .; IL1B NFkB pot cell count 2 µM = .; NFkB transloc inh = .; NFkB transloc inh cell count 2 µM = .; Bcl-B displacement = -5.7%; PLAP inhibitors HTS = 26.6%; MRP reversal = -5.1; MRP reversal cytotoxicity = 94.7; MRP reversal with doxorubicin = 99.8
CC(=O)Nc1cccc(Cn2cccn2)c1 reads IL1B NFkB pot = -12.1; IL1B NFkB pot cell count 2 µM = 80; NFkB transloc inh = 12.1; NFkB transloc inh cell count 2 µM = 80; Bcl-B displacement = 4.2%; PLAP inhibitors HTS = 11.5%; MRP reversal = -15.6; MRP reversal cytotoxicity = 83.2; MRP reversal with doxorubicin = 98.8

(cont.)
37) CCOC(=O)Cc1nnc(NC(=O)C(CC)Sc2nncn2C)s1 (stereo not drawn)
38) CN(C)S(=O)(=O)c1ccc(NC(=O)c2ccc(Br)o2)cc1
39) Cc1nc(C(=O)N(C)C)nn1-c1cc(Cl)cc(Cl)c1
40) O=C(c1ccco1)N1CCN(Cc2nnnn2CCc2ccccc2)CC1
41) CCN(CC)S(=O)(=O)c1ccc(NC(=O)C2CCCO2)cc1 (stereo not drawn)
42) CC1CN(C(=O)c2cc3c(s2)CCC3)CC(C)O1 (stereo not drawn)

entry no.	37	38	39	40	41	42
IL1B NFkB pot	.	35.0	-1.1	9.6	-7.7	-1.6
IL1B NFkB pot cell count 2 µM	.	145	142	152	147	94
NFkB transloc inh	.	-35.0	1.1	-9.6	7.7	1.6
NFkB transloc inh cell count 2 µM	.	145	142	152	147	94
Bcl-B displacement	-3.8%	-13.6%	6.6%	-2.1%	-2.1%	-4.2%
PLAP inhibitors HTS	-8.0%	9.3%	-4.0%	-2.9%	-15.7%	-15.7%
MRP reversal	-8.4	3.3	.	21.3	16.2	2.3
MRP reversal cytotoxicity	87.2	69.5	.	95.5	97.6	89.5
MRP reversal with doxorubicin	95.6	66.2	.	74.3	81.3	87.1

43) CC(C)CC(NC(=O)C1CCCCC1)C(=O)NCc1ccccn1 (stereo not drawn)
44) CCOC(=O)c1c(NC(=O)c2ccccc2)sc2c(O)c(CN(CC)CC)ccc12
45) CC(C)(C)OC(=O)NCCCC(CCCNC(=O)OC(C)(C)C)C(=O)O
46) Cn1cccc1C(=O)c1ccc(Cl)cc1Cl
47) COC(=O)c1ccccc1NC(=O)c1ccc(COc2cccc3ccccc23)o1
48) O=S(=O)(Cc1ccccc1)N1CCN(C2Cc3ccccc3C2)CC1

entry no.	43	44	45	46	47	48
IL1B NFkB pot	.	26.9	0.1	0.6	19.7	15.9
IL1B NFkB pot cell count 2 µM	.	105	142	200	67	38
NFkB transloc inh	.	-26.9	-0.1	-0.6	-19.7	-15.9
NFkB transloc inh cell count 2 µM	.	105	142	200	67	38
Bcl-B displacement	8.0%	-19.7%	-9.3%	5.0%	-106.5%	3.2%
PLAP inhibitors HTS	-4.7%	-48.0%	-53.6%	6.9%	-30.7%	5.0%
MRP reversal	-20.4	.	2.2	-2.9	16.6	-8.9
MRP reversal cytotoxicity	81.3	.	92.3	89.6	84.5	88.3
MRP reversal with doxorubicin	101.7	.	90.1	92.5	68.0	97.2

The last 2 compounds of the part above are carried over, then new ones follow:
47) COC(=O)c1ccccc1NC(=O)c1ccc(COc2cccc3ccccc23)o1
48) O=S(=O)(Cc1ccccc1)N1CCN(C2Cc3ccccc3C2)CC1
49) COc1cccc(C2CN(c3ccc(F)cc3F)N=C2c2cccs2)c1OC (stereo not drawn)
50) Cc1ccc2cc3cc(C(=O)NCCCN4CCc5ccccc5C4)oc3nc2c1
51) O=C(CN(CCCN1CCOCC1)C(=O)Cn1nnc(-c2ccc(F)cc2)n1)NC1CCCCC1
52) O=C1CN(C(=O)CSc2nnnn2-c2ccc(Cl)cc2)c2ccccc2N1
53) C=CCn1c(SCC(=O)Nc2ccc3c(c2)OCCO3)nnc1-c1ccco1
54) CCN(c1cccc(C)c1)S(=O)(=O)c1cnc[nH]1

entry no.	47	48	49	50	51	52	53	54
IL1B NFkB pot	19.7	15.9	9.5	0.8	8.5	-17.1	.	18.2
IL1B NFkB pot cell count 2 µM	67	38	150	161	135	87	.	201
NFkB transloc inh	-19.7	-15.9	-9.5	-0.8	-8.5	17.1	.	-18.2
NFkB transloc inh cell count 2 µM	67	38	150	161	135	87	.	201
Bcl-B displacement	-106.5%	3.2%	.	-11.0%	24.3%	-7.0%	2.5%	1.9%
PLAP inhibitors HTS	-30.7%	5.0%	.	-36.8%	-80.6%	19.2%	23.8%	-5.1%
MRP reversal	16.6	-8.9	-1.0	-2.2	2.9	1.5	4.5	0.2
MRP reversal cytotoxicity	84.5	88.3	80.8	61.3	91.0	70.4	88.7	97.5
MRP reversal with doxorubicin	68.0	97.2	81.8	63.5	88.1	68.9	84.2	97.3

From PubChem BioAssay
